NCOA1 inh: SRC1 coactivator transcriptional activity inhibitors, primary screen, cell-based, luminescence; actives 0.12% (n = 360,000); HEK293 GAL4-SRC1 luciferase reporter; AID 588354, 2011; Nuclear receptor coactivator 1 (Homo sapiens), Q15788; inhibition, % at 3.6 µM;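 active = inhibition above the campaign mean plus 3 SD, with each screening campaign given its own cutoff, cut at about 60% in these data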;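 also: 0% = DMSO treated cells and 100% = gossypol at 36 µM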
TLR9-MyD88 inh: inhibitors of TLR9-MyD88 association in cells, primary screen, cell-based, CHO, BLA complementation, fluorescence | Toll-like receptor 9 (Homo sapiens) + Myeloid differentiation primary response protein … | CCF4 FRET ratio | inhibition, % at 4.98 µM | actives 0.21% (n = 340,000) | AID 504734, 2011;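 active = inhibition above the mean over all tested compounds plus 3 SD, cut at about 21% in these data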;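 also: 0% = DMSO only wells and 100% = clavulanate BLA inhibitor control wells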
NCOA3 inh: SRC3 coactivator transcriptional activity inhibitors, primary screen, cell-based, luminescence; Nuclear receptor coactivator 3 (Homo sapiens), Q9Y6Q9; HEK293 GAL4-SRC3 luciferase reporter; actives 0.17% (n = 360,000); inhibition, % at 3.6 µM; AID 588352, 2011;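 active = inhibition above a per-campaign cutoff, the mean of all compounds plus 3 SD, cut at about 60% in these data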;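 also: 0% = DMSO-treated cells and 100% = gossypol-treated cells at 36 µM; higher means less SRC3-driven luciferase light from the GAL4 reporter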
ABHD5-PLIN5 inh: ABHD5-PLIN5 interaction inhibitors, primary screen, cell lysate, split luciferase complementation, luminescence; Perilipin-5 (Homo sapiens) + 1-acylglycerol-3-phosphate O-acyltransferase ABHD5 (Homo …; Split G. princeps luciferase complementation, 4 h; inhibition, % at 4 µM; actives 0.78% (n = 360,000); AID 602281, 2012;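 active = inhibition above the mean inhibition across every tested compound plus 3 SD, cut at about 22% in these data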;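 also: 0% = DMSO only wells and the 100% control is not disclosed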
MC4R antagonist: MC4R antagonists of cAMP signaling, primary screen, cell-based, TR-FRET, antagonist arm of biased-ligand search | Melanocortin receptor 4 (Homo sapiens), P32245 | MC4R-expressing cells, MTII-stimulated cAMP, LANCE TR-FRET | inhibition, % at 6.5 µM | actives 0.48% (n = 360,000);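 active = inhibition above its plate's cutoff, the mean of tested wells on that plate plus 3 SD, cut at about 29% in these data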;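 also: 0% = Melanotan II alone and 100% = Melanotan II plus saturating MCL0020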
Target sequence (P32245 whole entry, looked up): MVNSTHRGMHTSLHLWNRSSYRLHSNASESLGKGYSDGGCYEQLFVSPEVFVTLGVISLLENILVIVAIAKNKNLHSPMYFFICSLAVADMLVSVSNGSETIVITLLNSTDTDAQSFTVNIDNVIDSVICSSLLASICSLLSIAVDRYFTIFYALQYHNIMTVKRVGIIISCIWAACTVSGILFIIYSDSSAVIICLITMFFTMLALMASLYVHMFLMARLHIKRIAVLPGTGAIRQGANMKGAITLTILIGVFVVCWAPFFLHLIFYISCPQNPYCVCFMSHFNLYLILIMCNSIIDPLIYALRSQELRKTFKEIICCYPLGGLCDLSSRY
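System: U2OS cells stably expressing human melanocortin 4 receptor (MC4R). Reagent: Melanotan II challenge after compound preincubation. Doses: 6.5 µM. Times: 30-min compound, 1-h challenge, 1-h detection, room temperature. Measured by: TR-FRET with Eu-cAMP and labeled anti-cAMP, 671 nm. Replicates: singlicate.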
COUP-TFII inh: NR2F2 transcriptional activity inhibitors, primary screen, cell-based, luciferase reporter, HEK293T, luminescence. COUP transcription factor 2 (Homo sapiens), P24468. HEK293T NGFI-A luciferase reporter. actives 0.7% (n = 370,000). AID 686940, 2013. inhibition, % at 8.6 µM;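 active = inhibition above a per-plate cutoff, mean inhibition of test wells between control levels plus 3 SD, cut at about 38% in these data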;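 also: cells cotransfected with COUP-TFII expression vector driving the NGFI-A reporter; 0% = median of COUP-TF2 test wells and 100% = reporter-only cells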
NOD2-RIPK2 inh: NOD2-RIPK2 binding disruptors in cells, primary screen, fluorescence, CHO cells, BLA complementation; CCF4 ratio; inhibition, % at 4.98 µM; actives 0.38% (n = 360,000); AID 624267, 2012; in the data active = inhibition above about 21%;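 also: 0% = vehicle only and 100% = reference blocker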
Target sequence (O43353 whole entry, looked up): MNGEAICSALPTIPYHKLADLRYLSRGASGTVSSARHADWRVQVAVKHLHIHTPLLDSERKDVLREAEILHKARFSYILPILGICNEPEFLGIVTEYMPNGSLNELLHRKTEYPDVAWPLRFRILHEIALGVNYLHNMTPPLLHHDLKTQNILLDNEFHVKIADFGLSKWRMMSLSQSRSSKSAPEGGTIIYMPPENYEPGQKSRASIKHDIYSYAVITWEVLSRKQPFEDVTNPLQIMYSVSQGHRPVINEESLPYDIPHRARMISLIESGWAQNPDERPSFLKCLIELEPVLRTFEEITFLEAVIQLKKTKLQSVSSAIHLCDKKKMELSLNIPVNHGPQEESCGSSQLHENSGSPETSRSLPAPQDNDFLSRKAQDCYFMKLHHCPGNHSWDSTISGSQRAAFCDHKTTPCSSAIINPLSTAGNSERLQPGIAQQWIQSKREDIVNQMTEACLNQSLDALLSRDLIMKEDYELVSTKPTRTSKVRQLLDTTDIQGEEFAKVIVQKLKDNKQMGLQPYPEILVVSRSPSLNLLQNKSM
LRH-1 inv ag: LRH-1 (NR5A2) inverse agonists, primary screen, cell-based, luminescence, HEK293T, StAR-luciferase reporter. Nuclear receptor subfamily 5 group A member 2 (Homo sapiens), O00482. inhibition, % at 3.6 µM. actives 0.13% (n = 360,000). AID 602396, 2012. LRH-1 transfected, 24 h;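 active = inhibition above the mean inhibition of all tested compounds plus 3 SD, cut at about 73% in these data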;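 also: 0% = DMSO wells and 100% = reporter-only cells lacking LRH-1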
EBV LMP1 NFkB: EBV LMP1-driven NF-kappaB luciferase reporter inhibitors, primary screen, cell-based, luminescence, single point | actives 0.69% (n = 350,000) | LMP1-induced NF-kappaB luciferase reporter cells | inhibition, % at 12.5 µM; in the data active = inhibition above about 41%;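 also: 0% = neutral control wells and 100% = reference inhibitor control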
MC4R ag barr: MC4R agonists recruiting beta-arrestin, primary screen, cell-based, luminescence, agonist arm of biased-ligand search. Melanocortin receptor 4 (Homo sapiens), P32245. U2OS MC4R beta-arrestin complementation; percent of melanotan II response, DMSO zero. activation, % at 8.9 µM. actives 0.98% (n = 360,000). AID 540308, 2011;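 active = activation above a per-plate cutoff, the mean activation of sample wells on that plate plus 3 SD, cut at about 8% in these data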
SRC2 inh: inhibition of GAL4-SRC2 driven luciferase reporter, primary screen, SRC2 inhibitor project, cell-based, luminescence | Nuclear receptor coactivator 2 (Homo sapiens), Q15596 | HEK293 GAL4-SRC2 luciferase reporter | inhibition, % at 9 µM | actives 0.17% (n = 370,000) | AID 651957, 2012;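 active = inhibition above the mean inhibition of all tested compounds plus 3 SD, set per campaign, cut at about 52% in these data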;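 also: 0% = DMSO treated cells and 100% = cells given Gossypol at 36 µM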
Numbers without * were called inactive. An excerpt; rates above refer to the full screens.

SMILES | NCOA1 inh | TLR9-MyD88 inh | NCOA3 inh | ABHD5-PLIN5 inh | MC4R antagonist | COUP-TFII inh | NOD2-RIPK2 inh | LRH-1 inv ag | EBV LMP1 NFkB | MC4R ag barr | SRC2 inh
CC(NC(=O)c1ccncc1)c1ccc(Cl)cc1Cl (configuration not stated) | 5 | 5 | 14 | 5 | 11 | 4 | 2 | 9 | 2 | -1.7 | -3
CSc1nnc(-c2sccc2OCc2ccc(C)cc2)n1C | -13 | -6 | -1 | 5 | 4 | 12 | -15 | 13 | -1 | -0.2 | -8
O=C(COC(=O)[C@@H]1CCCN1S(=O)(=O)c1ccccc1F)c1ccccc1 | -24 | -6 | 12 | -1 | 11 | 10 | 8 | 0 | 1 | -0.3 | 0
NC(=O)CC(NC(=O)c1ccc(Br)cc1)c1ccc(NCCc2ccc(F)cc2)c([N+](=O)[O-])c1 (configuration not stated) | -14 | 1 | -1 | -3 | 3 | 8 | 9 | -2 | -6 | 13* | 8
Cc1onc(-c2c(Cl)cccc2Cl)c1C(=O)N1CCOCC1 | 5 | -2 | -5 | -3 | 9 | 1 | 0 | -8 | 3 | 0.2 | -15
CC(C)COc1cccc(C(=O)N(CC(=O)Nc2ccccc2C(F)(F)F)Cc2ccco2)c1 | 1 | -7 | -6 | -4 | 4 | 3 | -8 | 8 | -10 | 0.5 | 19
c1ccc(Oc2ncnc3oc(-c4ccccc4)cc23)cc1 | 1 | -4 | 6 | 3 | -3 | 4 | -3 | -3 | -5 | 0.6 | -13
CCN(C(=O)CSc1nncn1-c1ccccc1)C1CCS(=O)(=O)C1 (configuration not stated) | -7 | 2 | 11 | -5 | 0 | -6 | 0 | 21 | 6 | -2.8 | -17
O=C(c1ccc(S(=O)(=O)N2CCOCC2)cc1)N1CCCc2ccccc21 | -49 | 9 | 2 | 4 | -5 | -10 | 9 | 12 | -9 | 1.1 | 8
O=C1COc2ccc(C(=O)COC(=O)CNC(=O)c3ccco3)cc2N1 | -22 | 3 | -5 | 7 | -7 | -9 | 2 | 7 | 0 | -0.2 | -32
S=c1[nH]nc(CSc2nc3ccccc3s2)n1Cc1ccccc1 | -8 | 1 | -8 | -11 | 2 | 4 | 6 | 11 | -7 | -1.5 | -28
Cc1cc(C)n(C(=O)c2cc(F)c(F)cc2C)n1 | 7 | -8 | -28 | -5 | -1 | -38 | -1 | -31 | 1 | -0.6 | 3
Cn1c(SCC(=O)Nc2sccc2C(N)=O)nc2ccccc2c1=O | 7 | 0 | -11 | 4 | 0 | 2 | -3 | -6 | 0 | -0.4 | 5
CCN(C(=O)COC(=O)/C=C/c1nc2ccccc2s1)C1CCS(=O)(=O)C1 (configuration not stated) | 3 | -15 | 18 | 0 | 16 | -1 | -12 | 0 | 20 | -1.1 | 10
Cc1cccnc1N(C(=O)Nc1cccc(Cl)c1)C1=NCC(C)(C)S1 | 3 | -2 | 10 | -5 | 15 | 9 | -8 | -12 | -3 | -0.8 | -2
CCc1ccc(N(C(=O)c2snc(C(N)=O)c2N)C(C(=O)NCC2CCCO2)c2ccco2)cc1 (configuration not stated) | 8 | -10 | -16 | -8 | 4 | 10 | 7 | 1 | -13 | -1.7 | -10
NC(=S)Nc1cccc(O)c1 | 6 | -1 | 7 | -7 | 1 | 11 | -2 | -29 | -2 | -1.6 | -31
Cc1ccc(S(=O)(=O)N2CCOCC2)cc1C(=O)O | -8 | 2 | -12 | 1 | 0 | 10 | 5 | 5 | -1 | -1.5 | -17
O=C(O)CNC(=O)C1CCCN1C(=O)CNC(=O)OCc1ccccc1 (configuration not stated) | 17 | 0 | -1 | 4 | 8 | -9 | -3 | 29 | -1 | 2.3 | -21
Cc1ccc(-n2c(N)c(C(=O)N3CCOCC3)sc2=S)cc1 | 0 | -10 | 1 | -2 | 12 | 6 | -13 | -5 | -4 | -1.6 | -12
COc1ccc(C(C)(C)C)cc1NC(=O)COC(=O)C(C)C | -90 | 8 | 11 | 7 | 20 | -7 | -6 | 4 | 6 | -1.3 | 7
O=C(c1ccccn1)N(CC1CCCO1)C1(C(=O)NC2CCCCC2)CCCCC1 (configuration not stated) | 12 | 5 | 10 | -4 | 15 | 19 | -10 | 0 | 5 | 0.6 | -13
COc1ccc(S(=O)(=O)CCc2nc3ccccc3s2)cc1 | -3 | 1 | 26 | 4 | 4 | -8 | 2 | -20 | 9 | 0.1 | -18
COc1nc(OC)nc(N2CCC(C(=O)NCc3ccc(F)cc3)CC2)n1 | 2 | 1 | -7 | -5 | 2 | -18 | 18 | 3 | 4 | -0.8 | 4
N#CC1(NC(=O)COC(=O)c2ccccc2[N+](=O)[O-])CCCCC1 | -16 | 4 | -7 | 8 | 0 | -2 | -13 | 7 | 4 | -1.2 | -39

(cont.)
SMILES | NCOA1 inh | TLR9-MyD88 inh | NCOA3 inh | ABHD5-PLIN5 inh | MC4R antagonist | COUP-TFII inh | NOD2-RIPK2 inh | LRH-1 inv ag | EBV LMP1 NFkB | MC4R ag barr | SRC2 inh
S=c1[nH]nc(Cc2ccccc2)n1Cc1ccco1 | -3 | -4 | 11 | -1 | -2 | -1 | 4 | -6 | 5 | -0.6 | -10
Fc1cnc(Cl)nc1N1CCN(c2ccccc2)CC1 | -7 | 5 | 17 | 2 | 2 | -7 | -15 | -4 | 0 | 1.2 | -6
CCCCCNC(=O)c1ccc2c(c1)ncn2-c1ccc(OC)cc1 | -3 | 3 | -12 | 8 | 2 | -31 | -7 | 10 | 10 | -0.5 | 10
CCOc1ccccc1C(=O)Nc1ccc(NC(=O)c2ccccc2)cc1 | -21 | -2 | -5 | 7 | 12 | 0 | -5 | -3 | 7 | -1.8 | 9
COc1ccc(/C=C/CN2CCN(CCc3ccccc3)C(CCO)C2)cc1 (configuration not stated) | 9 | -9 | -6 | 0 | 4 | 1 | 3 | -4 | 1 | -2.6 | 17
Cc1ccc(S(=O)(=O)Nc2ccc3c(c2)nc(CCN2CCOCC2)n3C)cc1 | -6 | -7 | 26 | 2 | 26 | 1 | -1 | -3 | 1 | 3.7 | -27
Nc1cc(Br)cc2c1[nH]c(=O)c1ccccc12 | 14 | -9 | -2 | 3 | 1 | 0 | 0 | -43 | -1 | 0.9 | 6
COCCN(Cc1cc2c(C)cc(C)cc2nc1Cl)C(=O)c1ccccc1F | 0 | -16 | 8 | 0 | -6 | 9 | -1 | 13 | 7 | -2.6 | -13
Cc1cc(N=Nc2c(O)c3ccccc3[nH]c2=O)ccc1N=Nc1ccc(C(=O)N(C)C)cc1 | -11 | 3 | -14 | -3 | 10 | 2 | 2 | -15 | -1 | 0.6 | -28
COc1ccc(OC)c2nc(-c3cccnc3)ccc12 | -15 | 4 | -73 | 9 | -3 | -14 | -3 | -26 | -8 | 0.9 | -14
COc1cccc2[nH]c3c(=O)n(CCN(C)C)cnc3c12 | -3 | 2 | 6 | -2 | -2 | 7 | 1 | -7 | -4 | 0.4 | -11
CC1CC(C)CN(C(=S)NC2CCCCC2)C1 (configuration not stated) | -10 | 5 | 3 | 3 | -2 | 0 | -7 | -9 | 3 | -2.0 | 11
S=c1[nH]nc(C2CCCCC2)n1/N=C/c1cccc(Cl)c1Cl | 8 | -8 | -6 | 6 | 13 | 16 | 5 | -3 | 11 | -1.3 | 6
CCNC(=O)COC(=O)CCNC(=O)c1cccc(C)c1 | 9 | 7 | 1 | -1 | 0 | 16 | 4 | -2 | 6 | 0.8 | -7
CCS(=O)(=O)N1CCN(c2cnn(-c3ccccc3)c(=O)c2Cl)CC1 | -29 | -3 | 3 | -2 | -1 | -8 | -4 | -15 | -2 | -1.1 | 9
O=C(COc1ccc(Br)cc1)Nc1ccc([N+](=O)[O-])cn1 | -4 | 1 | 9 | -2 | 11 | -6 | -14 | 7 | -4 | 1.6 | 4
O=C(CSc1nnc2ccccn12)NNC(=O)c1ccccc1 | -9 | 11 | -19 | 3 | 13 | 0 | 5 | -7 | -2 | -4.2 | 16
CCC(=O)Nc1cc(C(F)(F)F)ccc1N1CCOCC1 | -10 | 1 | -59 | -1 | 19 | 1 | 0 | -1 | 0 | 3.1 | -4
CN(C)S(=O)(=O)c1cc(NC(=O)c2cc(=O)c3ccccc3o2)ccc1Cl | -19 | 6 | -18 | -6 | 8 | -25 | 11 | -40 | -13 | -0.7 | -6
COc1ccc(-c2nc(-c3cccc(C(F)(F)F)c3)no2)cc1OC | -9 | 0 | 0 | -1 | 7 | 7 | 0 | 5 | -6 | -0.6 | -15
O=C(COC(=O)/C=C/c1ccco1)NC1CCCCC1 | -16 | -10 | 18 | 3 | 4 | -16 | 4 | 1 | -3 | -1.0 | -10
CC1CCN(C(=O)CSc2nnc(Cn3c(=O)sc4ccccc43)n2C)CC1 | -5 | -6 | 2 | 4 | 6 | 0 | 4 | -1 | -30 | -1.7 | 4
COC(=O)COc1ccc(S(=O)(=O)NCC2CCCO2)cc1Cl (configuration not stated) | 9 | 8 | 6 | 4 | 9 | 13 | -1 | 16 | 5 | 0.1 | 4
COc1cc(N)c(Br)cc1C(=O)O | 3 | 2 | 9 | -4 | 0 | -12 | -4 | -12 | 2 | 2.3 | -15
CCOc1ccc(CCNC(=O)c2ccc(S(=O)(=O)N3CCCC3)cc2)cc1OCC | -18 | -3 | 7 | 0 | 1 | -14 | -5 | -15 | 3 | -0.9 | -18
Cc1nc2c(C)cccn2c(=O)c1NC(=O)c1ccc2c(c1)OCO2 | -25 | -16 | 15 | -2 | 9 | -1 | -12 | 3 | -3 | 0.8 | -18
CCOc1cc(N2CCOCC2)c(OCC)cc1NC(=O)COc1cccc(CC)c1 | -9 | 7 | -6 | 3 | 5 | -13 | -4 | -24 | -18 | 1.9 | 2
CSc1ccc(CN(C)CC(=O)Nc2ccccc2C(=O)NC2CC2)cc1 | 8 | 11 | 15 | 2 | -22 | -2 | -5 | 0 | -4 | -0.3 | -11

From PubChem
